# PP5 primary: PP5 phosphatase inhibitors, primary screen, biochemical, fluorescence; purified PP5c, OMFP substrate fluorescence; inhibition, % at 6.7 µM; 320,000 tested, 0.18% active;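 active means inhibition above the campaign's mean inhibition across all tested compounds plus 3 SD, cut at about 9.5% in these data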;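 further: 0% = DMSO only and 100% = 100 µM cantharidin control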
# PP1 counter: PP1-alpha phosphatase inhibitors, primary screen, counter-screen for PP5 inhibitor project, biochemical, fluorescence, OMFP substrate, single point | AID 2235, 2010 | Serine/threonine-protein phosphatase PP1-alpha catalytic subunit (Homo sapiens), P62136 | purified PP1alpha | inhibition, % at 6.7 µM | 320,000 tested, 0.9% active;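 active means inhibition above the mean inhibition of all tested compounds plus 3 SD, computed separately for each screening campaign, cut at about 15% in these data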
# Target sequence (P62136 whole entry, looked up): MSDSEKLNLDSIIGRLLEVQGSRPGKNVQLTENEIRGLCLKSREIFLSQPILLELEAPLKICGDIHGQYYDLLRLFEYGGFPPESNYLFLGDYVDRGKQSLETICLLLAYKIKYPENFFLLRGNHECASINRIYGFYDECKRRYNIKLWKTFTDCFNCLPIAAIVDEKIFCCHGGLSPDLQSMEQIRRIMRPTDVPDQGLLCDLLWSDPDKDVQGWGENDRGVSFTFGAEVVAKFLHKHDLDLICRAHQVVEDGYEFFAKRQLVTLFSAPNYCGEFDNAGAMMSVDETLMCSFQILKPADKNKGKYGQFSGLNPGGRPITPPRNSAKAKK
# procasp7 counter: procaspase-7 activators, primary screen, counter-screen for procaspase-3 activator project, biochemical, absorbance, HTS, human; Caspase-7 (Homo sapiens), P55210; recombinant procaspase-7, Ac-DEVD-pNA absorbance 405 nm; D23A/D198A/D206A triple mutant, cannot self-cleave; scale: DMSO 0, 5 µM enzyme 100; activation, % at 8.5 µM; 330,000 tested, 0.093% active;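 active means percent activation above the screen-wide mean plus 3 SD, cut at about 25% in these data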
# Target sequence (P55210 whole entry D23A/D198A/D206A): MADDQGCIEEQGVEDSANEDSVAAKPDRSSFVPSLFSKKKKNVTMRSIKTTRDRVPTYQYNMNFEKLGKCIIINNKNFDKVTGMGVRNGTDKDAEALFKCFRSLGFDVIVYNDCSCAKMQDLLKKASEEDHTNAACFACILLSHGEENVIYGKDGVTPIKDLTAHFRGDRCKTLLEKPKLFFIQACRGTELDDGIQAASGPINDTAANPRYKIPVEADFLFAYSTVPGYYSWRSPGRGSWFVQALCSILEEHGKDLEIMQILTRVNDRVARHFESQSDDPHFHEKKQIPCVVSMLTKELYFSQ
#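 Material: Procaspase-7 triple mutant (PC-7 D3A) | Quantity: 2 µM procaspase-7 mutant as dispensed | Reagent: DEVD-pNA substrate | Times: 1 h preincubation, 2 h reaction | Technique: 405 nm absorbance of p-nitroaniline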
# CTSL1 counter: Fasciola hepatica cathepsin L1 inhibitors, primary screen, counter-screen for PFM18AAP inhibitor project, biochemical, QFRET, fluorogenic peptide substrate; recombinant F. hepatica cathepsin L1, Z-Leu-Arg-MCA fluorescence; AID 1906, 2009; inhibition, % at 5.96 µM; 300,000 tested, 0.49% active;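 active means inhibition above the mean of all tested compounds plus 3 SD, set per screening campaign, cut at about 17% in these data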;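 further: 0% = plate median of test compound wells and 100% = 1 µM Z-Phe-Ala-diazomethylketone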
# AHR activator: AHR activators, primary screen, cell-based, luminescence, luciferase reporter, human; activation, % at 5 µM; AID 2796, 2010; Aryl hydrocarbon receptor (Homo sapiens), P35869; AHR-responsive luciferase reporter cells; 320,000 tested, 2.5% active; in the data active means activation above about 47%;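 further: 0% = vehicle wells and 100% = reference agonist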
# HCV core dimer: inhibitors of HCV core protein dimerization, primary screen, biochemical, TR-FRET, high-throughput. TR-FRET GST/Flag-core106 dimerization, 1536-well. inhibition, % at 5 µM. 300,000 tested, 0.33% active;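 active means inhibition above the mean of all tested compounds plus 3 SD, set per screening campaign, cut at about 45% in these data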
#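 System: GST-tagged and Flag-tagged HCV core protein residues 1-106 / Input: core106 proteins, GST 13.5 nM and Flag 17 nM / Buffer or medium: KF-containing HEPES buffer, pH 7.45, DTT, CHAPS, BSA / Probe or stimulus: Eu-anti-GST and XL665-anti-Flag labelled anti-tag antibodies / Schedule: 4 h, 22.5 °C incubation / Technique: TR-FRET 671 and 617 nm emission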
# TPT1 inhibitor: Candida albicans TPT1 enzyme inhibitors, primary screen, biochemical, fluorescence polarization; recombinant caTPT1, FP RNA substrate dephosphorylation; 300,000 tested, 0.81% active; tRNA 2'-phosphotransferase TPT1 (Candida albicans SC5314); inhibition, % at 5 µM;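 active means inhibition above the mean of all tested compounds plus 3 SD, set per screening campaign, cut at about 24% in these data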;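 further: plate controls were DMSO alone for no effect and ferristatin control at 100 nM for full effect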
# PAFAH2 FP inh: PAFAH2 enzyme inhibitors, primary screen, biochemical, fluorescence polarization, human; recombinant PAFAH2, FP-rhodamine activity probe; inhibition, % at 3.39 µM; 340,000 tested, 0.99% active;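 active means inhibition above the mean over all tested compounds plus 3 SD, cut at about 30% in these data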;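 further: inhibitors block probe labeling of enzyme so polarization drops; 0% = enzyme with DMSO and 100% = wells lacking PAFAH2 protein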
# proCasp3 act: activators of human procaspase-3 D3A mutant, primary screen, biochemical, absorbance, PC-3 D3A mutant, single concentration | 330,000 tested, 0.11% active | recombinant procaspase-3 D3A, Ac-DEVD-pNA absorbance 405 nm | activation, % at 8.5 µM;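 active means activation above the mean of all tested compounds plus 3 SD, cut at about 21% in these data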;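 further: 0% = DMSO alone and 100% = DMSO wells spiked with extra 5 µM PC-3 D3A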
# Target sequence (P42574 whole entry D9A/D28A/D175A): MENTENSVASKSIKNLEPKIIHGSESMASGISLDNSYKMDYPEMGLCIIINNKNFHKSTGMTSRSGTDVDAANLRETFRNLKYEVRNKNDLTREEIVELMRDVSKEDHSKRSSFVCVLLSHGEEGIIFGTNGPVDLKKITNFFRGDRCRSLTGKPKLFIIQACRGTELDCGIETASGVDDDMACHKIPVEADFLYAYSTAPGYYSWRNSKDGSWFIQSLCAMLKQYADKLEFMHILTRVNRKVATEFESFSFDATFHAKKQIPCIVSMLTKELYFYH
#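 Test system: Procaspase-3 D3A mutant, all three cleavage aspartates alanine | Dosing: Single dose, 8.5 µM nominal compound, 0.8% DMSO | Schedule: 1 h preincubation, 2 h reaction | Technique: 405 nm absorbance of p-nitroaniline, reads at 0 and 120 min | Repeats: One well per compound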
# An asterisk follows results filed as active; / = no result given. Random draw from the library; any-hit rate near 5.6%.
# Below each SMILES: PAFAH2 FP inh	TPT1 inhibitor	procasp7 counter	PP1 counter	CTSL1 counter	HCV core dimer	PP5 primary	proCasp3 act	AHR activator
- Cc1c(C(=O)OCC(=O)Nc2ccc(N3CCOCC3)cc2)oc2ccccc12
    0	-1	-1	5	5	0	-0.6	10	3
- CCOc1cc2[nH]c(=S)n(C3CCN(Cc4ccccc4)CC3)c(=O)c2cc1OCC
    5	1	-7	-2	0	-4	1.9	-3	3
- Cc1ccccc1N1CCN(C(=O)c2ccccc2NC(=O)C2CC=CCC2C(=O)O)CC1 (configuration not stated)
    19	2	4	-11	-1	8	3.6	4	12
- O=C(N/N=C/c1ccccc1)c1cc(=O)[nH]c2ccccc12
    -4	-5	-1	-1	5	-9	-0.3	-4	6
- CCC(c1nnnn1C(C)(C)C)N1CCN(Cc2ccccc2OC)CC1 (configuration not stated)
    -1	-1	8	2	1	-1	0.6	5	1
- Cc1nn(Cc2ccccc2)c2c1C(c1ccc(Cl)cc1)C(C#N)=C(N)O2 (configuration not stated)
    -1	1	1	-2	2	4	3.2	3	0
- COC(=O)c1c(-n2c(C)cc(C=O)c2C)sc2c1CCCC2
    8	-1	2	-4	2	9	4.5	3	-2
- CN1N=C(C(C)(C)C)CSC1=Nc1ccccc1
    -3	-2	1	-7	0	-4	1.0	-1	-1
- CCC(CC)c1nnc(NC(=O)C2CC(=O)N(CCc3ccc(F)cc3)C2)s1 (configuration not stated)
    0	0	-19	6	3	-13	1.2	-5	5
- Nc1ccc(S(=O)(=O)N2CCCc3ccccc32)cc1
    2	-1	-5	-4	0	-6	-0.6	8	0
- O=C(Nc1nnc(CCS(=O)(=O)c2ccc(Br)cc2)s1)c1ccc([N+](=O)[O-])cc1
    1	-3	-9	-10	-10	-1	-1.3	-6	2
- Cn1c(C(=O)N2CCCc3ccccc32)cc2sccc21
    8	2	2	0	6	7	-1.8	2	5
- COc1ccc(N(CC(=O)Nc2c(C)n(C)n(-c3ccccc3)c2=O)S(=O)(=O)c2ccccc2)cc1OC
    -3	-1	-8	-1	5	2	0.9	-2	0
- Cc1csc(CN(C)C(=O)C2CCC(=O)N(CCN(C)C)C2)n1 (configuration not stated)
    6	0	-7	-6	19*	-2	0.3	4	8
- CCCC(=O)Nc1c2c(nn1-c1ccccc1)CSC2
    5	-4	-7	-3	1	3	1.6	3	-1
- CC1(C)NC(=O)N(CC(O)COc2ccccc2C(=O)Nc2ccccc2)C1=O (configuration not stated)
    4	-2	-1	-2	-3	-3	-0.2	-2	0
- CCCCN(C(=O)CN1C(=O)C2CCCCC2C1=O)c1c(N)n(Cc2ccccc2)c(=O)[nH]c1=O (configuration not stated)
    0	-1	-3	-8	2	-2	3.3	17	-1
- COc1cccc(NC(=O)CN(c2cccc(OC)c2)S(C)(=O)=O)c1
    /	2	1	-1	-4	-2	2.1	-4	2
- O=C(Nc1nc(NC(=O)c2ccco2)n(-c2ccccc2)n1)c1ccccc1
    3	1	-5	14	0	-1	0.5	3	4
- COc1ccc(-n2nc3c(c2NC(=O)CC(C)C)CS(=O)C3)cc1 (configuration not stated)
    3	1	-10	-5	-1	-3	0.0	0	2
- COc1ccc(/C=N/Nc2nnc(-c3ccccc3)c(=O)[nH]2)cc1
    3	2	8	-1	-1	-1	0.9	6	5
- Cc1cnc(C(=O)Nc2cc(S(=O)(=O)N3CCOCC3)ccc2N2CCN(C)CC2)cn1
    6	2	7	-1	5	0	-0.6	-1	1
- Cc1cc(N2CCOCC2)nc(-c2ccc(Br)cc2)n1
    -5	5	-1	8	-1	-1	2.0	6	87*
- Cc1cc(C(=O)NNC(=O)Nc2ccccc2)no1
    -3	0	0	-1	2	-7	-1.6	1	2
- O=C(NNc1cc(Cl)cc(Cl)c1)C1CCC1
    0	-2	0	-5	2	1	1.8	-3	4
- Cc1ccc(S(=O)(=O)N(C)C)cc1NS(=O)(=O)c1ccc(Cl)s1
    -4	-2	9	9	7	-11	-11	-7	2
- Cn1cccc1/C=N/n1c(-c2ccc(C(C)(C)C)cc2)n[nH]c1=S
    21	3	-7	8	4	23	5.8	-6	126*
- CCOc1ccccc1NC(=O)NC1(C(=O)N2CCOCC2)CCCCC1
    -8	6	-5	2	-2	-2	0.3	-1	1
- Cc1cc(C)c(C(N)=O)c(SCC(=O)c2ccc(Cl)cc2)n1
    -1	2	-18	-4	-4	-2	-0.1	1	7
- CCc1ccc(N2C(=O)c3ccc4c5c(ccc(c35)C2=O)CC4)cc1
    4	-2	3	0	1	41	1.0	-1	1

# Reprinted at random: three entries already listed
# Below each SMILES: PAFAH2 FP inh	TPT1 inhibitor	procasp7 counter	PP1 counter	CTSL1 counter	HCV core dimer	PP5 primary	proCasp3 act	AHR activator
- Nc1ccc(S(=O)(=O)N2CCCc3ccccc32)cc1
    2	-1	-5	-4	0	-6	-0.6	8	0
- Cc1cc(C(=O)NNC(=O)Nc2ccccc2)no1
    -3	0	0	-1	2	-7	-1.6	1	2
- CCC(c1nnnn1C(C)(C)C)N1CCN(Cc2ccccc2OC)CC1 (configuration not stated)
    -1	-1	8	2	1	-1	0.6	5	1

# New compounds follow
# Below each SMILES: PAFAH2 FP inh	TPT1 inhibitor	procasp7 counter	PP1 counter	CTSL1 counter	HCV core dimer	PP5 primary	proCasp3 act	AHR activator
- Cc1ccc(C(=O)Oc2ccc(/C=N/NC(N)=O)cc2)cc1
    2	-1	9	2	5	15	-2.6	13	2
- Cc1nn2c(-c3ccccn3)ccnc2c1Br
    -6	-3	9	-1	5	-7	-0.3	5	19
- COCCNC(=O)Cn1ncc2ccsc2c1=O
    2	-3	-1	-2	1	0	-1.1	-6	-1
- CCc1ccc(C2=NN(CCC(=O)NC3CC3)C(=O)CC2)cc1
    /	0	3	-4	5	1	-3.2	10	0
- Cc1cnc2ncc3sccc3c2c1
    1	2	4	-2	2	-8	2.0	3	-8
- Cc1ccc(S(=O)(=O)/C(=C\N(C)C)c2cnc(Cl)s2)cc1
    -4	-2	-1	0	-2	-3	-0.6	-6	-2
- CC(C)(C)C1CCc2c(sc(N)c2C(N)=O)C1 (configuration not stated)
    5	25*	-34	15	4	43	2.5	-34	4
- CCc1c(C)c2ccc(OCC(=O)OC)cc2oc1=O
    14	-2	5	0	1	-2	3.8	-3	-2
- COc1ccc(C(=O)Nn2c(SCC(=O)c3ccccc3)nc3ccccc3c2=O)cc1
    0	-4	-2	-4	1	4	-1.3	-1	1
- Cn1c(=O)c2nc(Cl)c(-c3ccccc3)nc2n(C)c1=O
    33*	-2	-7	-2	1	0	0.5	8	4
- COc1ccc(OC)c(-c2csc(NC(=O)c3ccc(OCC4CCCO4)cc3)n2)c1 (configuration not stated)
    -5	4	3	-4	4	17	3.5	10	19
- Cn1cccc1C(=O)NC1CCCCCC1
    0	/	9	-3	/	/	2.1	2	6
- CCO[C@@H]1OC(C(N)=O)=C[C@H](c2coc3ccccc3c2=O)[C@H]1CCCO
    -5	-4	-3	1	-5	-4	-1.9	3	3
- COc1cc(OC)cc(C(=O)NC(=S)NNC(=O)c2cnccn2)c1
    -5	2	-16	7	2	-7	-2.8	-8	3
- CC(=O)Nc1ccc(NC(=O)C2CC(=O)N(Cc3ccccc3)C2)cc1 (configuration not stated)
    3	0	10	2	1	2	-2.5	-2	0
- CCCCC(=O)Nc1ccc(C(=O)NNC(=O)c2cccs2)cc1
    -2	-6	0	2	1	-4	4.1	2	2
- O=S(=O)(c1ccccc1)c1nc(-c2ccco2)oc1NCCN1CCOCC1
    -4	3	17	1	3	4	1.4	1	2
- CCN(CC)c1ccc(C(=O)OCC(=O)NCC2CCCO2)cc1 (configuration not stated)
    73*	1	7	10	4	3	0.0	5	1
- O=C(NCC1CCCO1)c1ccccc1OCc1ccc(F)cc1 (configuration not stated)
    2	2	9	-2	2	-1	-0.3	8	2
- CCOc1ccc(C(=O)Nc2c(C(N)=O)oc3ccccc23)cc1
    -3	-1	2	1	-1	7	2.3	15	46
- COc1ccccc1-c1nc(C(F)(F)F)c(OC)o1
    3	2	-9	-1	7	-2	1.1	-3	6
- CCOC(=O)N(NC(=O)C(O)(c1ccccc1)c1ccccc1)c1ccccc1
    2	-4	1	-4	-5	8	2.1	-1	1
- CC(=O)NCC(=O)OCC(=O)c1ccccc1
    5	-3	8	-2	-10	3	1.1	8	3
- c1ccc2c(c1)[nH]c1c(N3CCSCC3)ncnc12
    -3	-6	-2	0	1	-2	0.9	-5	42
- CCOC(=O)/C(C#N)=C(/C)c1ccc(OC)cc1
    1	-1	7	-1	4	4	0.2	-2	-1
- CSc1nnc(-c2ccc(NC(N)=S)cc2)o1
    -5	-3	6	-3	-1	2	0.5	3	-2
- CS(=O)(=O)N1CCC(C(=O)NCCN2CCN(Cc3ccccc3)CC2)CC1
    -1	-4	5	-1	2	2	2.5	1	0
- COc1ccc(NS(=O)(=O)c2cc(NC(=O)c3ccc(=O)[nH]n3)ccc2C)cc1
    4	/	7	-1	/	/	0.2	4	1
- COc1cc(CN2CCNC(=O)C2CC(=O)NC2CCC2)cc(OC)c1 (configuration not stated)
    0	-4	1	-4	2	3	-0.1	10	0
- Cc1cccc(NC(=S)NNC(=O)c2ccco2)c1
    3	-2	1	-3	-4	-4	0.1	-4	0
- Cc1cccc(N2CC(C(=O)Nc3nnc(SCc4ccccn4)s3)CC2=O)c1 (configuration not stated)
    9	6	-5	5	3	34	4.2	-1	0
- Cc1ccc(NC(=O)COC(=O)CCn2c(C)csc2=O)cc1S(=O)(=O)N1CCOCC1
    -2	1	16	1	-11	3	0.5	5	0
- Cc1cc(C)c2c(CC(=O)NNC(=O)c3ccccc3)coc2c1
    -2	-2	4	-2	-4	4	2.6	3	-6
- COCc1ccc(-c2c(-c3ccsc3)sc3ccccc23)cc1
    3	/	8	-2	/	/	2.4	4	5
- COc1ccc(C2NN=C(c3ccc(C)cc3)S2)cc1 (configuration not stated)
    -2	-1	-17	-1	1	-5	-0.4	-6	0
- Cc1cc(C)c2nc(SCC(=O)NCC3CCCO3)c(C#N)cc2c1 (configuration not stated)
    12	-2	6	0	1	13	-0.5	1	2
- COc1cc(C2Nc3ccccc3C(=O)N2NS(C)(=O)=O)ccc1O (configuration not stated)
    0	-1	3	0	0	-1	-0.9	-5	0
- CCOC(=O)C1=C(O)c2ccccc2C(=O)/C1=C\c1ccc(CC)cc1
    6	-2	-13	1	-3	-8	2.2	-6	21

# From PubChem BioAssay
